APE1 inh – qHTS Assay for Inhibitors of the Human Apurinic/apyrimidinic Endonuclease 1 (APE1) | 350,000 compounds, 0.35% hits | DNA repair nuclease/redox regulator APEX1 (Homo sapiens), P27695 | Potency, µM (titrated, usually from 65.8 µM), without a hit: at the top dose activity change, negative = inhibition, usual class: inhibitors | AID 2517, 2012 | recombinant APE1, TAMRA/BHQ-2 abasic DNA cleavage fluorescence;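 note: plate controls were vehicle for no effect and reference inhibitor for full effect; nearly all actives have a fitted effect of over 55% in size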
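Quantitative HTS: incision of a TAMRA/BHQ-2 double-stranded substrate bearing a tetrahydrofuran abasic site by 0.75 nM APE1 raises fluorescence. Substrate 50 nM final, added after 15 min compound preincubation at room temperature; progress as third-minus-first kinetic read difference.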
Anesthetic bind – qHTS Assay for Identification of Novel General Anesthetics; apoferritin/1-aminoanthracene competitive binding, fluorescence; Potency, µM (series often up to 77.5 µM), without a hit: at the top dose activity change, negative = displacement, actives largely listed as inhibitors; 350,000 compounds, 0.074% hits; note: % is set by controls: 0 for no effect and ±100 for the full control effect; nearly all actives have a fitted effect of over 20% in size
Target sequence (P02791 2-175 limits assumed): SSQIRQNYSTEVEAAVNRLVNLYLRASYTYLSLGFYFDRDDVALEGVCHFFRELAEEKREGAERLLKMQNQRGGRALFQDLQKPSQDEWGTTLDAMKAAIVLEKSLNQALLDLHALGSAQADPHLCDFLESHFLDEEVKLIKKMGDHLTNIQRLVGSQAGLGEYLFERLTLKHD
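Steps: apoferritin (10 uM) was premixed with half-saturated 1-AMA in PBS, compounds were pin-transferred, plates stood 10 min at room temperature, fluorescence was read at 380/535 nm, and curves were fitted with a Hill equation.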
BLM helicase inh – qHTS Assay for Inhibitors of Bloom's syndrome helicase (BLM) | RecQ-like DNA helicase BLM (Homo sapiens), P54132 | recombinant BLM DNA unwinding, fluorescence dequenching | Potency, µM (titrated, usually from 56.1 µM), without a hit: top-dose activity change, negative = inhibition, most hits filed as inhibitors | 350,000 compounds, 0.2% hits | AID 2528, 2010;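 note: plate controls were vehicle for no effect and no enzyme for full effect; nearly all actives have a fitted effect of over 35% in size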
BAZ2B block – qHTS Assay for Inhibitors of BAZ2B; Potency, µM (highest dose often 114 µM), for the others: at the highest dose activity change, negative = inhibition, hits mostly inhibitors; AID 504333, 2011; 360,000 compounds, 4.4% hits; AlphaScreen BAZ2B-H3K14Ac peptide displacement; Bromodomain adjacent to zinc finger domain protein 2B (Homo sapiens), Q9UIF8; note: % is set by controls: 0 for no effect and ±100 for the full control effect; nearly all actives have a fitted effect of over 60% in size
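Protein-peptide AlphaScreen: BAZ2B 50 nM, b-H3K14Ac 50 nM, 1x PBS pH 7.4 + 0.01% Tween-20. Preincubation 30 min RT; cpd 30 min RT (top 110 uM); beads 20 min RT, light-protected.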
Pol kappa inh – qHTS for Inhibitors of Polymerase Kappa | purified Pol kappa, fluorescent DNA synthesis assay, 10 min | 400,000 compounds, 0.53% hits | Potency, µM (series often up to 107 µM), for inactives: top-dose activity, negative = inhibition, usual class: inhibitors | AID 588579, 2011 | DNA polymerase kappa (Homo sapiens), Q9UBT6; note: % is set by controls: 0 for no effect and ±100 for the full control effect
Target sequence (Q9UBT6 whole entry, looked up): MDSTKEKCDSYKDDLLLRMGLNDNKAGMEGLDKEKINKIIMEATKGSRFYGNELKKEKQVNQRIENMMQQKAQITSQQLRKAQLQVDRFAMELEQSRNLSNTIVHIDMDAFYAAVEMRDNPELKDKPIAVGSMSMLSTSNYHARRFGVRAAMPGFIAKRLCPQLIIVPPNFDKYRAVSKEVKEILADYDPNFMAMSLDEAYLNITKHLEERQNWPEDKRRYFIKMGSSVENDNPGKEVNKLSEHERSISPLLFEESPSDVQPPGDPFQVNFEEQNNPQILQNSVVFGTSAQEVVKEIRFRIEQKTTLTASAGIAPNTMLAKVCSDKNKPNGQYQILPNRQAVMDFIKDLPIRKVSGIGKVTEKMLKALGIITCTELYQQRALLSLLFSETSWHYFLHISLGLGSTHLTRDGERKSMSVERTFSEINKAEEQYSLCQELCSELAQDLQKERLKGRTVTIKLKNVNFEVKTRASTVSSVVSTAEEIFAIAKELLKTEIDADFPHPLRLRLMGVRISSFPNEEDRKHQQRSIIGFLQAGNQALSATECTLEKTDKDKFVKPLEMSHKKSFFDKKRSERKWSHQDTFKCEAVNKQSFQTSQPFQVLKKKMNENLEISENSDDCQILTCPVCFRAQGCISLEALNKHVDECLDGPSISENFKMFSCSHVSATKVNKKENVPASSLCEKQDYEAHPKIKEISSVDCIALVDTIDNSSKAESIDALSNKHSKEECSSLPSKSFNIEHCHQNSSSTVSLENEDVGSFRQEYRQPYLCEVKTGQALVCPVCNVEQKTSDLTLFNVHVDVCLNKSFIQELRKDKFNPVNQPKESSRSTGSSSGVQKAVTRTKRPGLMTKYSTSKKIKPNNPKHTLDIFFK
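Kinetic fluorescence readout at 0 and 10 min followed reaction start with substrate at 50 nM final. Beforehand, enzyme (10 nM Pol kappa) stood 15 min with compound at room temperature; buffer-only wells were negative controls.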
Pol beta inh – qHTS Assay for Inhibitors of DNA Polymerase Beta | P06746 | 340,000 compounds, 1.3% hits | Pol beta primer extension/strand displacement, fluorescence kinetic | Potency, µM (highest dose often 114 µM), for the others: at the top dose activity change, negative = inhibition, most hits filed as inhibitors; note: % is set by controls: 0 for no effect and ±100 for the full control effect
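Human Pol beta at 10 nM; strand-displacement substrate 50 nM final. Compound exposure 15 min at room temperature before start, reaction 10 min at room temperature.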
POLI inh – qHTS for Inhibitors of Polymerase Iota; Potency, µM (titrated, usually from 115 µM), for inactives: at the highest dose activity, negative = inhibition, usual class: inhibitors; AID 588590, 2011; 390,000 compounds, 1% hits; Pol iota fluorescent replication assay, 10 min
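Pol iota at 10 nM preincubated 15 min with compounds at room temperature; reaction started with fluorescent substrate, 50 nM final. Fluorescence read kinetically at 0 and 10 min; buffer-only wells as negative control.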
G9a block – qHTS Assay for Inhibitors of Histone Lysine Methyltransferase G9a | AID 504332, 2011 | Potency, µM (titrated, usually from 102 µM), inactives show at the highest dose activity, negative = inhibition, actives largely listed as inhibitors | G9a H3K9 monomethylation, AlphaScreen, 2 h | Histone-lysine N-methyltransferase EHMT2 (Homo sapiens), Q96KQ7 | 350,000 compounds, 8.8% hits; note: % is set by controls: 0 for no effect and ±100 for the full control effect; nearly all actives have a fitted effect of over 75% in size
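Enzyme 20 nM + cpd, 15 min RT; add b-H3K9 pep 500 nM / SAM 20 uM; 2 h RT; anti-H3K9me1 Ab 0.5 ug/mL + SA donor / anti-rabbit acceptor beads 20 ug/mL each, 10 min; AlphaScreen read.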
Pol eta inh – qHTS for Inhibitors of Polymerase Eta; Potency, µM (series often up to 114 µM), inactives show top-dose activity change, negative = inhibition, actives largely listed as inhibitors; 390,000 compounds, 1.2% hits; AID 588591, 2011; recombinant Pol eta, fluorescent DNA replication assay; DNA polymerase eta (Homo sapiens), Q9Y253; note: % is set by controls: 0 for no effect and ±100 for the full control effect
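Pol eta (10 nM) was preincubated with compounds for 15 min at room temperature, after which fluorescent replication substrate (50 nM final) was added to start the reaction. Fluorescence was read kinetically at 0 and 10 min.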
An asterisk follows results filed as active; u = inconclusive; x = not tested or not shown; [ ] = dose if it differs, or a comment. Calls come from the whole dose curve; as a rule, active = well fitted curve in the direction sought with a large enough effect; inconclusive = small, poorly fitted or top-dose-only effect, or another doubt; inactive = no such curve, though single readings can be large; an effect the other way counts as inactive or inconclusive. Potency is the fitted concentration of half-maximal effect.

Results follow in this order: POLI inh	BAZ2B block	Pol eta inh	BLM helicase inh	G9a block	APE1 inh	Pol beta inh	Pol kappa inh	Anesthetic bind
CSc1cccc(CN2CCC(n3nccc3NC(=O)C3CC3)CC2)c1
    -3%	8%	-9%	-4%	26%	76%[activator]	9%	-5%	-4%
Cc1ccc2cc(C)c3nnc(SCC(=O)N4CCCc5ccccc54)n3c2c1C
    x	-22%	x	0%	u	3%	-3%	x	-13%
O=C(CNCCc1ccc(Cl)cc1Cl)NCc1ccco1
    20%	-30%	-11%	-1%	u	-2%	-10%	-6%	-7%
CCOc1ccc(-c2nnn(CC#N)n2)cc1OC
    u	-1%	-12%	2%	-9%[59 µM]	14%	-21%	-2%	8%
Cc1nc2nc(-c3ccc(Cl)cc3)cn2nc1C
    -3%	0%	-16%	0%	27%[12.7 µM]	-1%	14%	-9%	357%[activator]
O=C(/C=C/c1ccco1)NCCc1ccc(F)cc1
    20µM*	79µM*	u	-16%	40µM*	3%	25µM*	-40%	-2%
COCCN(C(=O)CSc1n[nH]c(-c2ccccc2)n1)c1c(N)n(Cc2ccccc2)c(=O)[nH]c1=O
    12%	12%	-2%	x	u	8%	x	-10%	x
Cn1c(SCC(=O)NCCc2ccccc2)ncc(C(=O)Nc2ccc(F)cc2)c1=O
    58%[activator]	13%	-13%	x	11%[0.501 µM]	-6%	x	-2%	x
COc1cccc(C2C(C(=O)Nc3ccc(Cl)cc3)=C(C)Nc3nc4ccccc4n32)c1OC (stereo not drawn)
    37%[activator]	0%	-18%	-8%	0%[59 µM]	x	-10%	7%	u
NS(=O)(=O)c1ccc(CCNC(=O)c2cccnc2)cc1
    -9%	9%	-4%	3%	-23%[59 µM]	4%	-18%	-5%	-5%
Cc1ccc(NC(=O)COc2ccc(N3CC(C(N)=O)CC3=O)cc2)c(C)c1 (stereo not drawn)
    102%[activator]	6%	-1%	2%	-7%[59 µM]	15%[12.4 µM]	-11%	-9%	5%
Cc1ccc(S(=O)(=O)C2(C(=O)N3CCCCCC3)CC2)cc1
    2%	11%	-1%	-1%	1%[2.33 µM]	-1%	-5%	-7%	-13%
Nc1c(-c2nc(-c3ccccc3)cs2)c2ccccn2c1C(=O)c1ccc2c(c1)OCO2
    -13%	7%	x	-8%	0%[59 µM]	x	14%	-14%	66%[activator]
Cc1ccc(CNC(=O)Cn2c(=O)n(-c3ccc(C)c(F)c3)c(=O)c3sc4ccccc4c32)cc1
    -2%	u	-6%	-7%	-27%[59 µM]	x	2%	-13%	-8%
COC(=O)c1ccc(Cl)c(NC(=O)CSc2ncn[nH]2)c1
    1%	15%	-11%	0%	-9%[12.7 µM]	2%	15%	8%	2%
Cc1n[nH]c(C)c1NC(=O)c1cc([N+](=O)[O-])ccc1Cl
    17%	-2%	-15%	-6%	-47%	1%	-4%	-7%	2%
O=C(c1ccc(S(=O)(=O)c2ccccc2)cc1)N1CCc2ccccc2C1
    9%	1%	-12%	-1%	24%[59 µM]	8%	25%	-4%	1%
CC(=O)c1ccc(N2CCN(S(=O)(=O)c3ccc4[nH]c5c(c4c3)CCCCC5)CC2)cc1
    u	2%[57.1 µM]	-3%	0%	-31%[59 µM]	x	0%	-17%	3%
Cc1cc(C)n2nc(C(=O)OCC(=O)c3ccccc3)nc2n1
    -12%	x	0%	x	x	23%	x	-11%	x
CC(=O)OC(C(=O)NC1CCCCC1)c1cccc(F)c1 (stereo not drawn)
    18%	-15%	-17%	3%	2%	3%	0%	4%	-2%

Sorted by value in BLM helicase inh (low to high): some entries from above
Results follow in this order: POLI inh	BAZ2B block	Pol eta inh	BLM helicase inh	G9a block	APE1 inh	Pol beta inh	Pol kappa inh	Anesthetic bind
Cc1ccc(CNC(=O)Cn2c(=O)n(-c3ccc(C)c(F)c3)c(=O)c3sc4ccccc4c32)cc1
    -2%	u	-6%	-7%	-27%[59 µM]	x	2%	-13%	-8%
O=C(CNCCc1ccc(Cl)cc1Cl)NCc1ccco1
    20%	-30%	-11%	-1%	u	-2%	-10%	-6%	-7%
CCOc1ccc(-c2nnn(CC#N)n2)cc1OC
    u	-1%	-12%	2%	-9%[59 µM]	14%	-21%	-2%	8%

(list continues)
Results follow in this order: POLI inh	BAZ2B block	Pol eta inh	BLM helicase inh	G9a block	APE1 inh	Pol beta inh	Pol kappa inh	Anesthetic bind
CCOC(=O)C1=C(C)NC(C)=C(C(=O)OCC)C1c1ccc(C)o1
    15%	u	6%	-8%	x	-10%	14%	-14%	5%
CCCS(=O)(=O)c1nc(S(=O)(=O)c2ccc(C)cc2)c(NCc2ccccc2Cl)s1
    7%	2%	x	-7%	1%[59 µM]	x	0%	-20%	2%
Cc1cc(C)c(S(=O)(=O)NCc2nc3nc(C)cc(C)n3n2)c(C)c1
    -2%	-5%	-14%	-1%	10%	23%	-12%	10%	-5%
Cc1cccc2sc(NNC(=O)c3ccc(S(=O)(=O)N4CC(C)CC(C)C4)cc3)nc12 (stereo not drawn)
    -2%	8.9µM*	-11%	-11%	50µM*	-6%	u	-16%	u
C=CCSC1=Nc2sccc2C2=NC(=O)CN12
    7%	-1%	u	-7%	8%	-1%	-19%	-6%	u
CCCn1c(=O)c(C(=O)NNC(=O)c2ccccc2[N+](=O)[O-])c(O)c2ccccc21
    x	11%	x	-11%	x	-7%	1%	x	-6%
Cc1c(Cl)c([N+](=O)[O-])nn1Cc1ccc(C(=O)N/N=C\c2cc(Cl)ccc2O)o1
    10%	9%	-18%	-5%	x	9%	35%	-5%	-23%
Cc1ccccc1NC(=S)N1CCCN(Cc2ccc(F)cc2)C1
    17%	-21%	-17%	5%	8%[59 µM]	-3%	-1%	-6%	-18%
C#CC(C)(CC)NC(=O)c1cnn2c(C(F)F)cc(-c3ccccc3OC)nc12 (stereo not drawn)
    16%	1%	-8%	1%	-4%[59 µM]	x	u	-3%[60.1 µM]	4%
CCCCn1c(N)c(N(CCOC)C(=O)c2c(-c3ccccc3)noc2C)c(=O)[nH]c1=O
    25%	8%	7%	x	1%[0.501 µM]	4%	x	-1%	x
Cc1ccc(S(=O)(=O)N(C)C)cc1NC(=O)COC(=O)CNC(=O)C12CC3CC(CC(C3)C1)C2
    30%[activator]	11%	-15%	x	u	9%	x	-13%	x
COc1ccc(/C=C2\SC(=S)N(CCCC(=O)NNC(=O)c3ccccc3O)C2=O)cc1
    55%[activator]	50µM*	8%	5%	2%	8%	4%	-20%	-5%
O=C(CN1CC(c2ccccc2)CC1=O)Nc1ccc2c(c1)OCO2 (stereo not drawn)
    17%	-24%	-10%	-8%	u	3%	-4%	-22%	-5%
CCCOC(=O)c1[nH]c2c(c1C)C(=O)CC(c1cccs1)C2 (stereo not drawn)
    14%	9%	-10%	-1%	-5%	2%	-2%	-5%	-10%
O=c1c(S(=O)(=O)c2ccccc2)cn(Cc2ccc(F)cc2)c2cc(N3CCOCC3)c(F)cc12
    -3%	-2%	-14%	0%	-2%[59 µM]	x	1%	-2%	u
CSc1ccc(CN2CCC(CO)(Cc3ccc(Cl)cc3)CC2)cc1
    27%	-15%	-23%	-4%	-2%[0.501 µM]	12%	-2%	12%	-4%
CC[C@]12CCCN3CCc4c(n(c5ccccc45)C(=O)C1)C32 (stereo partly drawn)
    -4%	-2%	-6%	0%	u	0%	-6%	-20%	-5%
O=C(Nc1ccc(O)cc1)c1cccc(Oc2ccc([N+](=O)[O-])cc2)c1
    7%	-16%	-11%	-2%	12%	10%	-3%	-13%	-7%
Cc1ccc(C(=O)NCC(=O)OCC(=O)c2ccc3c(c2)OCCO3)cc1C
    12%	4%	-14%	-3%	u	2%	0%	-4%	10µM*
Cn1c(SCC(=O)c2ccc(F)cc2)nnc1-c1ccccn1
    58%[activator]	u	-7%	-3%	-4%	-1%	3%	-14%	-2%
O=[N+]([O-])c1cccc(/C([O-])=C(/C(=S)Nc2ccccc2F)[n+]2ccccc2)c1
    209%[activator]	u	-15%	-6%	28µM*	-2%	-3%	0%	-22%
NNC(=O)c1cnn(Cc2ccccc2)c1N
    9%	11%	-6%	-9%	8%[59 µM]	-1%	36%	-3%	-6%
COC(=O)C1=C(C(=O)c2ccccc2)C(c2ccc(O)c(OC)c2)n2nnnc2N1 (stereo not drawn)
    -8%	-4%	-7%	-8%	-6%[59 µM]	-1%	1%	-4%	-9%
COc1ccc(C(=O)Nc2ccc3c(c2)n(C)c(=O)n3C)cc1OC
    -5%	56µM*	-11%	-1%	-2%	7%	1%	-12%	-4%
CCOC(=O)c1oc2c(CN3CCN(C)CC3)c(O)ccc2c(=O)c1-c1ccc(Br)cc1
    2%	6%	-14%	1%	-4%[59 µM]	20%	5%	-13%	-11%
CCNc1ncc2ncc(=O)n(C3CC3)c2n1
    x	x	x	-6%	16%[0.501 µM]	u	x	2%[60.1 µM]	x
CCCCCCCCCC[N+](C)(C)CC/C=C1/c2ccccc2Sc2ccc(Cl)cc21
    56%[activator]	-12%	-17%	42%[activator]	u	-7%	40µM*	-2%	-22%
CCOc1ccc(-n2c(=O)c3c(C)c(C)sc3n(Cc3cc(=O)n4cc(Cl)ccc4n3)c2=O)cc1
    13%	2%	x	-4%	5%[59 µM]	x	31%	-9%	1%
O=C(CSc1ccc(-c2ccco2)nn1)NCc1ccc(F)cc1
    -10%	1%	-3%	-2%	45µM*	0%	-30%	-14%	-4%
Cc1nc(Nc2ccccc2)sc1C(=O)c1ccc(F)cc1
    105%[activator]	u	-13%	-19%	u	5%	-6%	-5%	u
Cc1ccc2nc(-c3ccccc3)cc(C(=O)N3CCc4ccccc4C3)c2c1
    24%	-8%	-14%	-13%	21%[0.501 µM]	-5%	4%	-7%	u

The list is partial. The share of hits here may be higher or lower than overall.
